Vif imaging – HIV Vif self-association inhibitors, primary screen, imaging, HEK293T, single point; HEK293T cells, Vif self-association by quenched fluorescence, 24 h; inhibition, % at 7.49 µM; 340,000 tested, 0.35% active; AID 602346, 2012; in the data active = inhibition above about 50%, passing the limit was not always enough; also: some results filed as inactive read as strong as hits
COUP-TFII inh – NR2F2 transcriptional activity inhibitors, primary screen, cell-based, luciferase reporter, HEK293T, luminescence; COUP transcription factor 2 (Homo sapiens), P24468; HEK293T NGFI-A luciferase reporter; inhibition, % at 8.6 µM; 370,000 tested, 0.7% active;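 active = inhibition above a per-plate cutoff, mean inhibition of test wells between control levels plus 3 SD, cut at about 38% in these data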;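 also: cells cotransfected with COUP-TFII expression vector driving the NGFI-A reporter; 0% = median of COUP-TF2 test wells and 100% = reporter-only cells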
TRAIL sens C8 – viability loss with TRAIL in NB7+C8 cells, primary screen, TRAIL sensitizer project, cell-based, ATPlite luminescence | inhibition (viability loss, TRAIL sensitization), % at 10 µM | 360,000 tested, 1% active | AID 624354, 2012;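 active = compounds causing at least 50% loss of cell viability in the single-dose screen, relative to plate controls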
EBV LMP1 NFkB – EBV LMP1-driven NF-kappaB luciferase reporter inhibitors, primary screen, cell-based, luminescence, single point | LMP1-induced NF-kappaB luciferase reporter cells | 350,000 tested, 0.69% active | AID 504558, 2011 | inhibition, % at 12.5 µM; in the data active = inhibition above about 41%;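 also: 0% = neutral control wells and 100% = reference inhibitor control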
NCOA3 inh – SRC3 coactivator transcriptional activity inhibitors, primary screen, cell-based, luminescence; Nuclear receptor coactivator 3 (Homo sapiens), Q9Y6Q9; 360,000 tested, 0.17% active; inhibition, % at 3.6 µM; HEK293 GAL4-SRC3 luciferase reporter;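 active = inhibition above a per-campaign cutoff, the mean of all compounds plus 3 SD, cut at about 60% in these data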;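 also: 0% = DMSO-treated cells and 100% = gossypol-treated cells at 36 µM; higher means less SRC3-driven luciferase light from the GAL4 reporter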
NCOA2 inhibitor – inhibition of GAL4-SRC2 driven luciferase reporter, primary screen, SRC2 inhibitor project, cell-based, luminescence; Nuclear receptor coactivator 2 (Homo sapiens), Q15596; HEK293 GAL4-SRC2 luciferase reporter; inhibition, % at 9 µM; 370,000 tested, 0.17% active; AID 651957, 2012;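 active = inhibition above the mean inhibition of all tested compounds plus 3 SD, set per campaign, cut at about 52% in these data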;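 also: 0% = DMSO treated cells and 100% = cells given Gossypol at 36 µM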
NR5A2 inv ag – LRH-1 (NR5A2) inverse agonists, primary screen, cell-based, luminescence, HEK293T, StAR-luciferase reporter; Nuclear receptor subfamily 5 group A member 2 (Homo sapiens), O00482; LRH-1 transfected, 24 h; inhibition, % at 3.6 µM; 360,000 tested, 0.13% active; AID 602396, 2012;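 active = inhibition above the mean inhibition of all tested compounds plus 3 SD, cut at about 73% in these data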;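 also: 0% = DMSO wells and 100% = reporter-only cells lacking LRH-1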
TLR9-MyD88 block – inhibitors of TLR9-MyD88 association in cells, primary screen, cell-based, CHO, BLA complementation, fluorescence | Toll-like receptor 9 (Homo sapiens) + Myeloid differentiation primary response protein … | CCF4 FRET ratio | inhibition, % at 4.98 µM | 340,000 tested, 0.21% active;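 active = inhibition above the mean over all tested compounds plus 3 SD, cut at about 21% in these data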;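 also: 0% = DMSO only wells and 100% = clavulanate BLA inhibitor control wells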
NCOA1 inh – SRC1 coactivator transcriptional activity inhibitors, primary screen, cell-based, luminescence; inhibition, % at 3.6 µM; HEK293 GAL4-SRC1 luciferase reporter; 360,000 tested, 0.12% active; Nuclear receptor coactivator 1 (Homo sapiens), Q15788;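 active = inhibition above the campaign mean plus 3 SD, with each screening campaign given its own cutoff, cut at about 60% in these data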;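 also: 0% = DMSO treated cells and 100% = gossypol at 36 µM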
NOD2 RIPK2 PPI – NOD2-RIPK2 binding disruptors in cells, primary screen, fluorescence, CHO cells, BLA complementation. Receptor-interacting serine/threonine-protein kinase 2 (Homo sapiens), O43353. CCF4 ratio. inhibition, % at 4.98 µM. 360,000 tested, 0.38% active. AID 624267, 2012; in the data active = inhibition above about 21%;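 also: 0% = vehicle only and 100% = reference blocker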
TROY NFkB inh – inhibitors of TROY-driven NF-kB signaling, primary screen, Q293 LMP1-TROYcd cells, NF-kB luciferase, uHTS. 360,000 tested, 0.98% active. inhibition, % at 10 µM. Q293 LMP1-TROYcd NF-kB luciferase reporter, 4 h;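 active = compounds whose plate-normalised and pattern-corrected inhibition of the luciferase reporter signal at the single screening dose is 50% or more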
Numbers without * were called inactive; . = not tested or not shown.

SMILES	Vif imaging	COUP-TFII inh	TRAIL sens C8	EBV LMP1 NFkB	NCOA3 inh	NCOA2 inhibitor	NR5A2 inv ag	TLR9-MyD88 block	NCOA1 inh	NOD2 RIPK2 PPI	TROY NFkB inh
CCNC(=O)C1(C)CCCN(C(=O)C2(c3ccc(Cl)cc3)CCCC2)C1 (stereo not drawn)	.	9	-11	.	2	23	0	.	-4	1	4
Cc1cc[n+](-c2ccccc2)c2ccccc12	-20	0	6	1	3	-32	4	-5	1	-1	8
CC(CCc1ccccc1)NC(=O)c1nnc(Cc2ccc(F)cc2)o1 (stereo not drawn)	.	4	2	-4	9	-8	-7	5	6	-1	-8
O=C(O)CC(C(=O)O)c1cn(Cc2ccccc2)c2ccccc12 (stereo not drawn)	-7	6	10	-2	-12	-14	-21	0	-15	-5	12
O=C(O)C1CCCCC1C(=O)Nc1ccc(S(=O)(=O)N2CCCCCC2)cc1 (stereo not drawn)	14	15	-1	-3	-8	-7	4	2	1	4	-13
Clc1cnc(Nc2cccnc2)c(Cl)c1	1	-11	14	-1	-1	2	15	-8	6	-2	6
O=C(Nc1ccccc1Cl)c1ccn[nH]1	-8	-12	-13	-8	-29	-58	-95	-7	-26	-11	-43
COc1ccc(CCN(C)c2ccc(C(N)=O)cc2[N+](=O)[O-])cc1OC	9	-3	-4	8	9	-25	1	-5	-19	0	11
CCc1cc(=O)oc2cc(OCC(=O)N3CCCc4ccccc43)ccc12	-4	-1	1	-4	-13	11	-5	9	-8	1	-8
CC(NC(=O)c1cccc(Br)c1)c1ccccc1 (stereo not drawn)	13	12	0	9	4	3	-7	-9	-4	-5	-5
O=C(O)/C=C/C(=O)Nc1ccc(Cl)c(C(=O)O)c1	12	-2	11	-5	-29	0	-19	-14	-12	10	-19
CCOC(=O)N1CCc2c(sc(NC(=O)C3COc4ccccc4O3)c2C(N)=O)C1 (stereo not drawn)	-15	1	17	-3	-17	-22	-38	-3	-20	1	9
CC(C)CC(NC(=O)OC(C)(C)C)c1cn([C@@H](CCC(=O)OC(C)(C)C)C(=O)N2CCN(C(=O)OC(C)(C)C)CC2)nn1 (stereo partly drawn)	2	-3	7	-12	3	10	-1	-4	-17	-3	-3
CCCC(=O)OCC(=O)Nc1ccc2[nH]c(=O)[nH]c2c1	0	-1	-6	-2	23	-43	18	6	-12	-5	15
CCCCCCCNC(=O)CC(NS(=O)(=O)c1ccc(NC(C)=O)cc1)C(C)C (stereo not drawn)	15	1	1	-12	2	-13	7	-2	13	8	-1
S=C(NCc1ccc2c(c1)OCO2)Nc1ccc2nsnc2c1	0	-20	14	0	-33	-35	-52	5	-39	6	-34
COc1ccc(C(C#N)Nc2ccccc2C)cc1 (stereo not drawn)	-2	11	1	3	10	-38	10	0	6	-8	-22
CCC1(CC)NC(=O)N(CC(=O)OC(C)C(=O)Nc2ccc(NC(C)=O)cc2)C1=O (stereo not drawn)	18	-12	-2	-1	-4	13	5	-11	-11	3	8
Cc1c(C(=O)NNC(=S)Nc2cccc(Cl)c2)nnn1-c1ccccc1	4	-31	-3	-3	-9	-42	-67	-8	-28	2	-41
COc1ccc(-c2cc(C(=O)OCC(=O)c3ccc(C)c([N+](=O)[O-])c3)c3ccccc3n2)cc1	-1	10	47	-4	16	-27	-12	6	-7	-8	-12
Cc1nnc(NC(=O)c2nn(CC(C)C)c(=O)c3ccccc23)s1	-10	-2	-13	-5	7	-7	4	-2	10	4	10
Cc1csc2c(N3CCN(C(=O)Nc4ccccc4)CC3)ncnc12	-23	-1	16	15	32	-2	-10	-7	-7	8	-6
OC1CCN(c2ncnc3c2nnn3Cc2c(F)cccc2Cl)CC1	8	6	12	0	-22	8	9	3	-1	-2	14
CN(C)c1nnnn1-c1ccc(Cl)cc1Cl	-4	8	-3	-21	18	0	5	-1	7	-1	12
CCn1cc(C(=O)O)c(=O)c2cc(F)c(N3CCN(S(=O)(=O)c4ccc5c(c4)OCCO5)CC3)cc21	5	10	-17	2	9	11	9	-15	-6	5	12
O=C(NCC1CCN(C(=O)c2cccc([N+](=O)[O-])c2)CC1)c1cccc([N+](=O)[O-])c1	23	-4	-22	0	9	11	-6	6	-2	-2	-7
OC(COC1CCCCC1)CN1CCN(c2ccccc2)CC1 (stereo not drawn)	7	-5	-3	-20	5	-11	12	-8	-9	2	-10
CCOC(=O)C1CCCN(S(=O)(=O)c2ccccc2)C1 (stereo not drawn)	-1	4	-4	-7	3	1	-11	-3	-3	-5	5
O=C(CNC(=O)c1ccc(Cl)cc1)NNc1c(F)c(F)cc(F)c1F	-4	5	-2	5	0	-43	10	0	-2	-7	13
CS(=O)(=O)c1ccc(Cl)c(NC(=O)COC(=O)c2ccc(F)cc2Cl)c1	1	3	3	13	-8	9	2	4	-2	8	3
CCOc1ccc(CN(CCO)CCO)cc1[N+](=O)[O-]	7	8	-3	0	7	3	-13	-2	-16	-2	18
CS(=O)(=O)N1CCN(C/C=C/c2ccccc2)CC1	5	1	1	6	-2	3	-3	-9	12	0	9
CC(=O)Nc1ccc(-c2nn[nH]n2)cc1Cl	2	-22	-4	1	5	-11	-7	-11	-4	-1	-3
COc1ccc(-c2nn(Cc3ccccc3)cc2C(=O)N2CCN(c3ccccn3)CC2)cc1OC	-1	-12	-6	-3	-3	-2	10	-10	-16	-10	4
O=C(O)C1CCCN1C(=O)OCC1c2ccccc2-c2ccccc21 (stereo not drawn)	-4	-4	-4	-8	10	-16	14	-2	10	-11	-22
O=C(NCCC1=CCCCC1)C1CCN(S(=O)(=O)c2cccs2)CC1	6	.	5	-1	-5	.	-47	-4	4	8	-11
CCn1c(CNc2ccc(C)cc2)nnc1SCC(=O)NCc1ccccc1	-4	-13	-4	1	13	-3	13	1	0	-5	-10
COc1cccc(CN(C)CC(O)COc2cc(Cl)ccc2Cl)c1 (stereo not drawn)	-16	-4	10	0	-7	3	-5	4	-8	-4	-18
O=C(N/N=C/c1ccccn1)c1ccc([N+](=O)[O-])cc1	1	-4	-4	-6	15	7	4	-11	-5	-4	-15
CCOc1ccc(N2CC(C(=O)OC)CC2=O)cc1 (stereo not drawn)	3	3	-3	-7	15	10	4	2	6	2	3

The closing 6 records of the part above are carried over, then new ones follow:
SMILES	Vif imaging	COUP-TFII inh	TRAIL sens C8	EBV LMP1 NFkB	NCOA3 inh	NCOA2 inhibitor	NR5A2 inv ag	TLR9-MyD88 block	NCOA1 inh	NOD2 RIPK2 PPI	TROY NFkB inh
O=C(O)C1CCCN1C(=O)OCC1c2ccccc2-c2ccccc21 (stereo not drawn)	-4	-4	-4	-8	10	-16	14	-2	10	-11	-22
O=C(NCCC1=CCCCC1)C1CCN(S(=O)(=O)c2cccs2)CC1	6	.	5	-1	-5	.	-47	-4	4	8	-11
CCn1c(CNc2ccc(C)cc2)nnc1SCC(=O)NCc1ccccc1	-4	-13	-4	1	13	-3	13	1	0	-5	-10
COc1cccc(CN(C)CC(O)COc2cc(Cl)ccc2Cl)c1 (stereo not drawn)	-16	-4	10	0	-7	3	-5	4	-8	-4	-18
O=C(N/N=C/c1ccccn1)c1ccc([N+](=O)[O-])cc1	1	-4	-4	-6	15	7	4	-11	-5	-4	-15
CCOc1ccc(N2CC(C(=O)OC)CC2=O)cc1 (stereo not drawn)	3	3	-3	-7	15	10	4	2	6	2	3
COc1ccc(/C=c2\s/c(=C\C(=O)C(C)(C)C)[nH]c2=O)cc1O	-4	-7	11	5	-20	16	16	1	-13	-11	-2
CC(=O)c1ccccc1OC(=O)c1ccc(-c2ccccc2)cc1	-3	-3	15	6	-14	9	-34	-14	-2	-11	-37
CCN(CC)c1cc(C)c2cc(NC(=O)c3cccs3)ccc2n1	-1	-9	12	3	-17	-3	-18	1	-2	-7	-29
Cc1ccc2nc(N3CCN(c4cccc(C)c4C)CC3)c3nnnn3c2c1	22	5	3	9	-5	-13	7	2	-5	0	2
Cc1ccc(CNC(=O)CSc2nnnn2C)cc1	-4	-9	-12	4	-5	-12	-22	-5	-17	12	-13
O=C(NN=Cc1ccc(O)cc1O)c1ccccc1NS(=O)(=O)c1cccs1	1	-27	10	22	14	5	0	-6	5	0	6
CCOC(=O)CC(=O)CSc1nc2c(C)c(C)ccc2cc1C	11	0	-3	14	14	3	9	-4	5	-3	11
O=C(Nc1cccc(C(F)(F)F)c1)c1cccnc1N1CCCC1	-8	-9	-4	-19	2	7	3	1	10	-4	9
CCC1CCCCN1C(=O)CSC1=NN2CCCC(=O)N=C2S1 (stereo not drawn)	-21	-12	-10	-8	16	-10	-9	-15	-14	2	2
CCCC(=O)c1cc2cc(Cl)ccc2oc1=O	-1	-4	10	14	-12	4	-2	1	-2	-2	3

Single records (already shown).
`CCOC(=O)CC(=O)CSc1nc2c(C)c(C)ccc2cc1C` is listed as Vif imaging: 11; COUP-TFII inh: 0; TRAIL sens C8: -3; EBV LMP1 NFkB: 14; NCOA3 inh: 14; NCOA2 inhibitor: 3; NR5A2 inv ag: 9; TLR9-MyD88 block: -4; NCOA1 inh: 5; NOD2 RIPK2 PPI: -3; TROY NFkB inh: 11
`Cc1cc[n+](-c2ccccc2)c2ccccc12` is listed as Vif imaging: -20; COUP-TFII inh: 0; TRAIL sens C8: 6; EBV LMP1 NFkB: 1; NCOA3 inh: 3; NCOA2 inhibitor: -32; NR5A2 inv ag: 4; TLR9-MyD88 block: -5; NCOA1 inh: 1; NOD2 RIPK2 PPI: -1; TROY NFkB inh: 8

Not all compounds are listed (hit frequency here may not be typical).
